Source: PubChem BioAssay (Sanford-Burnham Center for Chemical Genomics)
KOR beta-arrestin-1 = KOR agonists, beta-arrestin recruitment, primary screen, cell-based, luminescence, uHTS (AID 1777); KOR beta-arrestin recruitment, luminescence; higher % means a stronger effect; one-dose activation, % at 10 µM; EC50 in µM for titrated hits; 0.02% of 280,000 active; in the data active = activation above about 50%, passing the limit was not always enough; also: a part of the inactive calls stands beside numbers as strong as those of hits
TNAP activators = stimulation of alkaline phosphatase TNAP activity – biochemical, luminescent, no phosphate acceptor, uHTS, primary screen (AID 1001) | 0.03% of 200,000 active | purified TNAP, luminescent activation assay, no phosphate acceptor; higher activation fold means a stronger effect | activation fold at 20 µM; hits with a dose series show EC50 in µM; in the data active = activation fold from about 3, or a potency from the dose series; inactive = the rest, 99 in 100 with activation fold below about 1.6; also: many of its hits are not listed in these tables
HEK293 NOD2/NF-kB = NOD2 signaling inhibitors, cell-based, luminescence, uHTS, HEK293 (AID 1566). HEK293 NOD2/NF-kB luciferase reporter, luminescence; higher % means a stronger effect. inhibition, % at 4 µM; hits with a dose series show EC50 in µM. 0.63% of 290,000 active; also: many of its hits are not listed in these tables
NOD1 inhibition = NOD1 signaling inhibitors, primary screen, cell-based, luminescence, uHTS (AID 1578); inhibition, % at 4 µM; hits with a dose series show EC50 in µM; 1% of 290,000 active; NOD1-driven NF-kB luciferase reporter cells, luminescence; higher % means a stronger effect; in the data active = inhibition mostly above about 36%, no sharp cut-off; inactive = mostly below about 34%;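 also: HEK-293T reporter cells stimulated with the NOD1 agonist gamma-tri-DAP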
LYP inhibition = inhibitors of LYP phosphatase, biochemical, fluorescence intensity, uHTS (AID 1779). recombinant LYP phosphatase, fluorescence intensity; higher % means a stronger effect. 0.054% of 290,000 active. inhibition, % at 11.5 µM, or IC50 in µM where a hit was titrated;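 also: plate controls were vehicle with enzyme for no effect and no enzyme for full effect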
PMI inhibition = MPI inhibition at elevated mannose 6-phosphate – biochemical, fluorescence intensity, high mannose 6-phosphate, primary screen (AID 1220); recombinant PMI enzyme, coupled fluorescence intensity; higher % means a stronger effect; inhibition, % at 20 µM, or IC50 in µM where a hit was titrated; 0.66% of 190,000 active
XIAP antagonists = XIAP antagonists, biochemical, IAP family, fluorescence polarization (AID 1018); XIAP BIR domain, fluorescence polarization peptide displacement; higher % means a stronger effect; 0.007% of 200,000 active; displacement, % at 20 µM, or IC50 in µM where a hit was titrated; in the data active = displacement above about 50%; also: a part of the inactive calls stands beside numbers as strong as those of hits
KOR beta-arrestin-2 = kappa opioid receptor blockers – cell-based, luminescence, uHTS (AID 1778); 0.091% of 290,000 active; inhibition, % at 10 µM, or IC50 in µM where a hit was titrated; KOR beta-arrestin recruitment, luminescence, antagonist mode; higher % means a stronger effect; also: strong numbers were not always called active
human PMI inhibition = MPI enzyme activity inhibition – biochemical, fluorescence intensity, coupled assay, primary screen (AID 1209). one-dose inhibition, % at 20 µM; IC50 in µM for titrated hits. purified PMI enzyme, coupled fluorescence intensity; higher % means a stronger effect. 0.42% of 190,000 active;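 also: plate controls were DMSO vehicle for no effect and wells lacking substrate for full effect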
* marks the source's active call; other numbers are inactive results; x = no result given; [ ] = remark or other dose. Rule as the data show it, unless noted: active = inhibition above about 50%; inactive = the rest.

Short keys: A = KOR beta-arrestin-1; B = TNAP activators; C = HEK293 NOD2/NF-kB; D = NOD1 inhibition; E = LYP inhibition; F = PMI inhibition; G = XIAP antagonists; H = KOR beta-arrestin-2; I = human PMI inhibition
> CCCOc1ccc(CN(C)c2ncnc(N)n2)cc1
  A: -4.3% | B: x | C: 15% | D: -10% | E: -8% | F: x | G: x | H: -48%[20 µM] | I: x
> CC(C(=O)Nc1ccccc1)N1CCN(c2ccccn2)CC1 (configuration not stated)
  A: -1.4% | B: x | C: 18% | D: 2% | E: -8% | F: x | G: x | H: 12% | I: x
> COc1ccc(/C=C/C(=O)Nc2cc(C)nn2-c2nc3ccccc3[nH]2)cc1
  A: -4.7% | B: 1.4 | C: -22% | D: 17% | E: 1% | F: -2% | G: 4.7% | H: 10% | I: 11%
> CCN1C(=NCCc2cccs2)N[C@@H](c2cccs2)C(C(=O)OC)=C1C
  A: 1.3% | B: x | C: 0% | D: 53% | E: -13% | F: x | G: x | H: -43%[20 µM] | I: x
> O=C(Nc1ccccc1)Nc1ccccc1-n1ccnc1
  A: -3.1% | B: 1 | C: 14% | D: -14% | E: -5% | F: -4% | G: -7.5% | H: -12%[20 µM] | I: -5%
> O=C(Nc1nnc(S(=O)(=O)N2CCOCC2)s1)c1ccc(F)cc1
  A: -4.7% | B: x | C: 8% | D: -30% | E: -9% | F: x | G: x | H: 4%[20 µM] | I: x
> COc1ccccc1N1CCN(C(=O)CN(c2ccc(C)c(C)c2)S(C)(=O)=O)CC1
  A: -2.0% | B: 1.1 | C: 3% | D: 10% | E: -5% | F: -6% | G: -5.1% | H: -15% | I: 1%
> O=C(CN1C(=O)NC2(CCCC2)C1=O)Nc1ccc(S(=O)(=O)N2CCOCC2)cc1
  A: -0.3% | B: 1.1 | C: 4% | D: -26% | E: -8% | F: 8% | G: -2.7% | H: -4% | I: 9%
> CCCCNC(=O)CCc1c(C)nc2c(c(C)nn2-c2ccccc2)c1C
  A: -6.3% | B: x | C: 14% | D: -8% | E: -6% | F: x | G: x | H: -4% | I: x
> COc1ccc(C(C)=O)cc1CSC(=N)N
  A: -1.9% | B: 0.8 | C: 17% | D: -16% | E: -8% | F: -3% | G: -1.5% | H: -9% | I: -3%
> Cc1ccc(OCCOCCNC(C)(C)C)c([N+](=O)[O-])c1
  A: -4.4% | B: 1 | C: 4% | D: 15% | E: -15% | F: -26% | G: -1.4% | H: 12% | I: -24%
> C=CCn1c(N)cc(=O)nc1SC(C)C(=O)Nc1cccc2ccccc12 (configuration not stated)
  A: -3.1% | B: 1.1 | C: 10% | D: -15% | E: 4% | F: -5% | G: -3.4% | H: 2% | I: -7%
> O=C(c1cccs1)N1CCN(Cc2cn[nH]c2-c2ccc(F)cc2F)CC1
  A: 9.1% | B: x | C: 14% | D: 9% | E: -10% | F: x | G: x | H: -20% | I: x
> CNc1nc(-c2c[nH]c3ccccc23)cs1
  A: -4.7% | B: 1.2 | C: 3% | D: 17% | E: -5% | F: -54% | G: -5.0% | H: 9% | I: -28%
> COc1ccc(N(CC(=O)NCc2ccc(F)cc2)C(=O)Cn2nnc(-c3ccc(C)o3)n2)cc1OC
  A: -6.4% | B: x | C: -8% | D: -17% | E: -4% | F: x | G: x | H: -6% | I: x
> Cc1ccc(/C=C2/SC(=S)N(CCC(=O)NCCCN3CCOCC3)C2=O)cc1
  A: -1.8% | B: x | C: 12% | D: -8% | E: -5% | F: x | G: x | H: 19% | I: x
> CN1C(=O)c2ccc(C(=O)NC3CCCCC3)cc2C1=O
  A: 1.2% | B: 1.2 | C: 10% | D: 15% | E: -3% | F: 12% | G: -8.0% | H: -53% | I: 17%
> CCC(=O)Nc1ccc(N2CCN(Cc3ccccc3F)CC2)cc1
  A: 20% | B: 1.1 | C: -22% | D: -28% | E: -1% | F: -15% | G: -3.2% | H: 8% | I: -14%
> Cc1nnc(SCC(=O)NC(=O)NCc2ccco2)s1
  A: -6.4% | B: 1.1 | C: 19% | D: -25% | E: -2% | F: -9% | G: -3.6% | H: 8% | I: -18%
> O=C(COc1ncnc2scc(-c3ccccc3)c12)NC1CCCc2ccccc21 (configuration not stated)
  A: 14% | B: 1.1 | C: -4% | D: -20% | E: 3% | F: 5% | G: -5.6% | H: -20% | I: 13%
> c1cnc2nc(CSc3ncn[nH]3)cn2c1
  A: 0.0% | B: 1 | C: 3% | D: -24% | E: -6% | F: -11% | G: -2.4% | H: 1% | I: -8%
> CCCNC(=O)N1CCCC(C(=O)c2cccc(Cl)c2)C1 (configuration not stated)
  A: x | B: 1.1 | C: 12% | D: -24% | E: -10% | F: 8% | G: -2.2% | H: -5%[20 µM] | I: 6%
> COc1ccc(CCNC(=O)Cn2cnc3c2c(=O)n(C)c(=O)n3C)cc1OC
  A: x | B: 1.1 | C: 17% | D: 8% | E: -5% | F: -7% | G: -2.4% | H: x | I: -5%
> CC1CCN(S(=O)(=O)c2ccc(NC(=O)Cc3ccccc3)cc2)CC1
  A: -4.4% | B: 1.1 | C: -3% | D: -8% | E: 2% | F: 4% | G: -6.7% | H: 23% | I: 5%
> O=C(CCc1ccccc1)Nc1cccc(NC(=O)CCc2ccccc2)c1
  A: 2.2% | B: 1.1 | C: -18% | D: -11% | E: -3% | F: 10% | G: -0.7% | H: 21% | I: 14%

The closing 3 compounds of the part above are carried over, then new ones follow.
Short keys: A = KOR beta-arrestin-1; B = TNAP activators; C = HEK293 NOD2/NF-kB; D = NOD1 inhibition; E = LYP inhibition; F = PMI inhibition; G = XIAP antagonists; H = KOR beta-arrestin-2; I = human PMI inhibition
> COc1ccc(CCNC(=O)Cn2cnc3c2c(=O)n(C)c(=O)n3C)cc1OC
  A: x | B: 1.1 | C: 17% | D: 8% | E: -5% | F: -7% | G: -2.4% | H: x | I: -5%
> CC1CCN(S(=O)(=O)c2ccc(NC(=O)Cc3ccccc3)cc2)CC1
  A: -4.4% | B: 1.1 | C: -3% | D: -8% | E: 2% | F: 4% | G: -6.7% | H: 23% | I: 5%
> O=C(CCc1ccccc1)Nc1cccc(NC(=O)CCc2ccccc2)c1
  A: 2.2% | B: 1.1 | C: -18% | D: -11% | E: -3% | F: 10% | G: -0.7% | H: 21% | I: 14%
> O=C(C1CCC1)N1CCc2cc(S(=O)(=O)NCc3ccco3)ccc21
  A: -2.2% | B: 1.1 | C: 15% | D: 7% | E: -6% | F: 4% | G: 1.4% | H: -8% | I: 6%
> CN1CCN(c2ccccc2/C=C2/C(=O)Nc3ccccc32)CC1
  A: -2.2% | B: x | C: 31% | D: 3% | E: -6% | F: x | G: x | H: 4% | I: x
> CC1CCCCN1C(=O)CSc1nc2cc3c(cc2c(=O)n1Cc1ccc2c(c1)OCO2)OCO3 (configuration not stated)
  A: -2.5% | B: 1.1 | C: -6% | D: x | E: 0% | F: 7% | G: -0.8% | H: -21% | I: 17%
> O=C(CNc1cccc(Cl)c1)c1ccc(Br)cc1
  A: -3.0% | B: x | C: -3% | D: 39% | E: -4% | F: x | G: x | H: -20%[20 µM] | I: x
> Cc1ccc(S(=O)(=O)c2nc(S(=O)(=O)c3ccc(C)cc3)c(N3CCN(CCO)CC3)s2)cc1
  A: -6.4% | B: x | C: -17% | D: 14% | E: -4% | F: x | G: x | H: 3% | I: x
> Cc1cc(C)cc(NC(=O)CN2CCN(c3ccccn3)CC2)c1
  A: -3.9% | B: x | C: 4% | D: -27% | E: -6% | F: x | G: x | H: -45%[20 µM] | I: x
> COC(=O)c1sc(N(C)C)c(C#N)c1-c1ccccc1
  A: 3.6% | B: x | C: 18% | D: 2% | E: 2% | F: x | G: x | H: 24% | I: x
> CC(/C=N/N1CCN(c2ccccc2)CC1)=C\c1ccco1
  A: -0.7% | B: 1.1 | C: -106% | D: -21% | E: -3% | F: 9% | G: -1.8% | H: -6% | I: 14%
> COc1ccc(F)cc1C(=O)C1CCCN(C(=O)C2=C(C)OCCO2)C1 (configuration not stated)
  A: -6.0% | B: 1 | C: 0% | D: -20% | E: -6% | F: -4% | G: -9.3% | H: 15% | I: 5%
> CCN=c1sc(C(=O)NCCc2ccccc2)cc(=O)n1CC
  A: 1.0% | B: 1 | C: 4% | D: -13% | E: -2% | F: 5% | G: -1.8% | H: 21% | I: 8%
> Cn1ccc(C(=O)Nc2sc3c(c2C#N)CCC3)n1
  A: -3.3% | B: x | C: 13% | D: -13% | E: -7% | F: x | G: x | H: -17% | I: x
> Cc1ccc(CC(=O)Nc2ccc(Cl)cn2)cc1
  A: 3.0% | B: x | C: -18% | D: -57% | E: -10% | F: x | G: x | H: 1% | I: x
> Cc1[nH]cc(Br)c(=O)c1Oc1ncc(C(F)(F)F)cc1Cl
  A: -4.7% | B: 1.1 | C: 6% | D: -38% | E: -2% | F: 2% | G: -6.8% | H: 11% | I: -4%
> C#CCOCCOCCOCCNc1nc(N2CCOCC2)nc(N2CCN(C(=O)[C@H]([C@@H](C)CC)n3cc([C@@H](N)CC(C)C)nn3)CC2)n1
  A: -1.6% | B: 1 | C: 2% | D: -3% | E: -6% | F: -8% | G: -1.6% | H: 0% | I: -7%
> Cc1ccc(S(=O)(=O)/N=C(/c2ccccc2)N(C)c2ccc(O)cc2)cc1
  A: 0.8% | B: 1.1 | C: 12% | D: -31% | E: -5% | F: 19% | G: -0.6% | H: 6% | I: 3%
> Cc1cccc(-c2c3c(=O)n(C)c(=O)n(C)c3cn2-c2ccccc2O)c1
  A: -10% | B: 1.1 | C: -11% | D: -22% | E: -3% | F: 36% | G: -5.2% | H: -5% | I: 9%
> CC1CCN(c2c(NCC3CCC(C(=O)NCc4ccccc4)CC3)c(=O)c2=O)CC1 (configuration not stated)
  A: 6.6% | B: 1.1 | C: 0% | D: -20% | E: -4% | F: 8% | G: -6.7% | H: -27% | I: 5%
> COc1ccc(NC(=S)Nc2ccccc2)c(OC)c1
  A: -1.3% | B: 1.1 | C: -2% | D: -31% | E: -1% | F: 2% | G: -6.8% | H: 12% | I: 5%
> CN(C)c1ccc(C(=S)NCc2ccco2)cc1
  A: -5.3% | B: 1.1 | C: -151% | D: 59% | E: 5% | F: 14% | G: -4.6% | H: 14% | I: 51%*
> COc1ccccc1C(=O)Nc1ccc(S(=O)(=O)Nc2onc(C)c2C)cc1
  A: 3.3% | B: x | C: 15% | D: -3% | E: -6% | F: x | G: x | H: 25% | I: x
> Cc1cc(C)cc(N2C(=O)CC(Sc3nnnn3-c3ccccc3)C2=O)c1 (configuration not stated)
  A: 6.3% | B: 1 | C: 2% | D: 41% | E: -6% | F: -2% | G: -4.3% | H: -50% | I: 8%
> COc1ccc(NC(=O)c2cncc(Br)c2)c(S(=O)(=O)N2CCOCC2)c1
  A: 3.2% | B: 1 | C: 3% | D: 23% | E: 2% | F: -5% | G: -4.5% | H: 33% | I: -7%
> COc1cc(SC)ccc1C(=O)Nc1cc(C)ccn1
  A: -1.2% | B: 1 | C: -76% | D: -28% | E: 0% | F: -5% | G: -7.8% | H: -4% | I: -8%
> COc1ccc(C(Nc2ccc(S(=O)(=O)N3CCOCC3)cc2)C(=O)NCCC(C)C)cc1OC (configuration not stated)
  A: -6.0% | B: x | C: 0% | D: -14% | E: -4% | F: x | G: x | H: 18% | I: x
> S=c1[nH]nc(-c2n[nH]c3c2CCC3)n1/N=C/C=C/c1ccccc1
  A: 4.5% | B: x | C: 26% | D: 0% | E: -6% | F: x | G: x | H: 10% | I: x
> Cc1ccc(-c2nn(-c3cc(N4CCNCC4)ccc3[N+](=O)[O-])c(=O)c3ccccc23)cc1
  A: -2.8% | B: 1 | C: -4% | D: -61% | E: -16% | F: 2% | G: 0.2% | H: 16% | I: 4%
> Cn1cccc1Cc1nnc(SCC(=O)N2CCCC2)n1CCc1ccccc1
  A: 4.7% | B: 1.1 | C: 8% | D: 2% | E: -8% | F: -23% | G: -5.4% | H: 17% | I: -9%

Not all compounds are listed; the hit share may differ from the screen's.
